Bioassay records: PubChem BioAssay, National Center for Advancing Translational Sciences (NCATS)
PTHR1 ag: qHTS for PTHR1 Agonists: Primary Screen; Potency, µM (doses to about 115 µM), for the others: top-dose activation, usual class: activators; Parathyroid hormone/parathyroid hormone-related peptide receptor (Homo sapiens), Q03431; HEK293 GP2 PTHR1 cells, GloSensor cAMP luminescence, 1 h; AID 743266, 2014; 0.075% of 410,000 active; further: potency means the concentration at half of the fitted maximal effect; nearly all actives have a fitted effect of over 55% in size; some results filed as inactive show a strong effect at the top dose; inactives centre near -15; many of its hits are not listed in these tables
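HEK-293-derived GP2 cells expressing PTHR1 and a GloSensor cAMP reporter, 3,000/well, plated overnight, given luciferin plus IBMX (each 0.5 mM as added) for 1 h at 37 °C, then compound for 1 h at 37 °C. Luminescence was read after 15 min at room temperature.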
D3 ag: qHTS of D3 Dopamine Receptor Agonist: qHTS; max activation, %; AID 652048, 2013; 0.58% of 410,000 active; D3R DiscoveRx beta-arrestin cells, luminescence, 90 min; D(3) dopamine receptor (Homo sapiens), P35462; in the data active means max activation above about 30%; further: 0% is about no effect; mostly tested at two doses, the higher about 12 µM
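Agonist-mode cell screen: cells plated at 1500/well and incubated overnight at 37 °C, then exposed to library compounds for 90 min at 37 °C. Detection reagent was added for 30–60 min at room temperature, and luminescence was read.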
EPAC2 antag: qHTS for Antagonist of cAMP-regulated guanine nucleotide exchange factor 2 (EPAC2): primary screen; 0.18% of 360,000 active; Potency, µM (doses to about 114 µM), for inactives: top-dose activity, negative = inhibition, usual class: inhibitors; Rap guanine nucleotide exchange factor 4 (Homo sapiens), Q8WZA2; EPAC2 GEF exchange of Rap1B-BODIPY-GDP, fluorescence; further: potency means the concentration at half of the fitted maximal effect; on the % scale 0 is the no-effect control and ±100 the full control effect; nearly all actives have a fitted effect of over 45% in size; many of its hits are not listed in these tables
Target sequence (Q8WZA2 whole entry, looked up): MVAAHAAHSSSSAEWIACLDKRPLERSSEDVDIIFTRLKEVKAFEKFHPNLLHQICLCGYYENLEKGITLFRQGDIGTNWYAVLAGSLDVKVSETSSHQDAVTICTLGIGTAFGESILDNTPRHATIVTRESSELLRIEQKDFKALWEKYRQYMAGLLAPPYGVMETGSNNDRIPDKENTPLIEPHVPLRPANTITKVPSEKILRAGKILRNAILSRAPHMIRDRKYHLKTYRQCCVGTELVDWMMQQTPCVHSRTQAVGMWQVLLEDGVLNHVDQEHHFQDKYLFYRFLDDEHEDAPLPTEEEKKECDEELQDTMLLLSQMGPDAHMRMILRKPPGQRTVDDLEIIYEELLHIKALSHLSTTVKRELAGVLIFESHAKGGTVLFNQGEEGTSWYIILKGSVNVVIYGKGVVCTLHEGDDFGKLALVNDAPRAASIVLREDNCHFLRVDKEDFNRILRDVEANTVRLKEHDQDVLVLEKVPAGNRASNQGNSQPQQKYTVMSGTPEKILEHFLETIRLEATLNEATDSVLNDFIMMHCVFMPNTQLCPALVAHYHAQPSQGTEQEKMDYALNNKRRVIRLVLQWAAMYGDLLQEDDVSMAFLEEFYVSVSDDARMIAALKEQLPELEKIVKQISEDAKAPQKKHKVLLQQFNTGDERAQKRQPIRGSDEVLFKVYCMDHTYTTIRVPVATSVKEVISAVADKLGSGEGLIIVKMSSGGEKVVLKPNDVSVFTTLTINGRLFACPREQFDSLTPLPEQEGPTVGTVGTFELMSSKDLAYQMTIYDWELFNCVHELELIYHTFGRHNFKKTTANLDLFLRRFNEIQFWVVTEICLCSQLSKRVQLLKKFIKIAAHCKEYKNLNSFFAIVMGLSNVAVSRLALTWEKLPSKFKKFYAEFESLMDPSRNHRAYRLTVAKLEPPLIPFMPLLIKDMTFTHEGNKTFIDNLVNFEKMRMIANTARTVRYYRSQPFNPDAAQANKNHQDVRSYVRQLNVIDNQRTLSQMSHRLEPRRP
DRD3 antagonist: qHTS of D3 Dopamine Receptor Antagonist: qHTS. max response, negative = inhibition, %. 2.5% of 360,000 active. AID 652054, 2013. D(3) dopamine receptor (Homo sapiens), P35462. D3R cells, DiscoveRx beta-arrestin luminescence, antagonist mode; stronger effect = lower value; in the data active means max response below about -50%; inconclusive means no clear call, values can overlap the other calls; further: on the % scale 0 is the no-effect control and ±100 the full control effect; mostly tested at two doses, the higher about 12 µM
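Cells plated overnight at 1500 cells/well, then exposed to library compounds with dopamine controls for 90 minutes at 37 degrees C. DiscoveRx reagent added for 30–60 minutes at room temperature; luminescence read, quantitative HTS format.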
EPAC2 ag: qHTS for Agonist of cAMP-regulated guanine nucleotide exchange factor 4 (EPAC2): primary screen; EPAC2 activation, biochemical qHTS; response scale: 100% = 6.5 mM cAMP response; Potency, µM (doses to about 154 µM), without a hit: top-dose activation, most hits filed as activators; 0.079% of 360,000 active; AID 720711, 2013; further: potency means the concentration at half of the fitted maximal effect; nearly all actives have a fitted effect of over 50% in size
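Compounds were titrated in qHTS against a Rap1B-BODIPY-GDP (250 nM) complex with EPAC2 (100 nM) and GDP (50 uM). BODIPY-GDP release tracked at 480/540 nm over 30 min at room temperature, normalized to 6.5 mM cAMP.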
MmCpn inh: Inhibitors of TCP-1 ring complex (TRiC) of Methanococcus maripaludis (MmCpn): qHTS | Chaperonin Mm-Cpn (Methanococcus maripaludis) | purified Mm-Cpn ATPase, ADP Transcreener TR-FRET | Potency, µM (top dose mostly 76.9 µM), inactives show top-dose activity, negative = inhibition, usual class: inhibitors | 0.031% of 330,000 active | AID 504842, 2011; further: potency means the concentration at half of the fitted maximal effect; on the % scale 0 is the no-effect control and ±100 the full control effect; nearly all actives have a fitted effect of over 80% in size
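Eu-cryptate anti-ADP/ADP-d2 competition gives a ratio inversely related to ADP. Enzyme at 25 nM was pre-exposed to compound for 10 min, then given 10 uM ATP for 30 min, 37°C throughout.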
CCT modulator: High-Throughput Screening for Modulators of Cytosolic Chaperonin Activity; purified chaperonin ATPase assay, HTRF ADP detection, 30 min; activity change, % (concentration not given with the values), hits read low; 0.3% of 360,000 active; in the data active means activity change below about -30%; further: on the % scale 0 is the no-effect control and ±100 the full control effect
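ATPase activity: ADP formed was measured by HTRF Transcreener (665/615 nm ratio) after 30 min at 37 deg C with 10 uM ATP. Compounds screened at one 76 uM concentration against 40 or 20 nM TRiC in Tris pH 7.4/KCl/MgCl2/DTT buffer.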
pAkt inh: HTS Assay for Inhibitors of Akt Phophorylation: Primary Screen. 0.32% of 360,000 active. Neuro2A IGF-stimulated pAkt S473 HTRF, 20 min; stronger effect = lower value. activity change, % for hits at 50 µM; in the data active means activity change below about -80%; inconclusive means mostly about -51% to -80%; further: on the % scale 0 is the no-effect control and ±100 the full control effect
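Neuro2A cells (4,500/well, DMEM with 0.5% FBS) were treated with compound at a single 50 µM final concentration, stimulated with 6 nM IGF for 20 min at 37 °C, and lysed. Phospho-Akt Ser473 was read by HTRF as 665/615 ratio ×10^4.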
Numbers without * were called inactive; i = inactive; ? = inconclusive; . = no result given; [ ] = dose if it differs, or a comment. Unless noted, the call rests on the fitted dose curve; in most records, active means well fitted curve in the direction sought with a large enough effect; inconclusive means small, poorly fitted or top-dose-only effect, or another doubt; inactive means no such curve, though single readings can be large; an effect the other way counts as inactive or inconclusive. The list is partial (hit frequency here may not be typical).

compound | EPAC2 ag | EPAC2 antag | DRD3 antagonist | CCT modulator | MmCpn inh | PTHR1 ag | D3 ag | pAkt inh
Cc1ccc(OCC(=O)NCCNC(=O)c2ccncc2)cc1 | 12% | 1% | -6 | 0.1 | 0% | -5% | 3 | i
C[C@H](CO)N1C[C@H](C)[C@@H](CN(C)Cc2ccccc2)Oc2c(NS(=O)(=O)c3ccccc3)cccc2C1=O | -2% | 14% | -2 | 1.7 | 3% | -24% | 7 | i
Cc1cc(C)c(NC(=O)C2CCCO2)c(C)c1NC(=O)C1CCCO1 (configuration not stated) | 3% | 1% | 4 | -2.4 | -3% | i | 6 | i
CC(=O)NC(Cc1ccccc1)C(=O)NC(Cc1ccccc1)C(=O)O (configuration not stated) | 2% | 18% | -3 | 2.4 | -1% | -22% | -6 | i
N#Cc1cc([N+](=O)[O-])ccc1Oc1ccc(-c2nnco2)cc1 | 7% | 2% | 0 | 2.4 | 2% | -2% | -1 | i
CC(C)N1C(=O)c2ccccc2NC(=O)C1C(=O)NC1CC1 (configuration not stated) | 3% | -4% | 21 | . | . | i | 2 | i
Nc1ccccc1C(=O)Nc1cccc(C(=O)O)c1 | 2% | -1% | -13 | 0.3 | -1% | -48%[inhibitor][57.5 µM] | 5 | i
C=CCSc1nnc(NC(=O)C2CC(=O)N(c3ccc4c(c3)OCCO4)C2)s1 (configuration not stated) | 6% | -23% | -9 | -4.0 | 0% | 27% | 3 | i
O=C(Nc1ccc(N2CCOCC2)c(Cl)c1)c1ccccc1Cl | 9% | 1% | -53* | -1.9 | -1% | 7% | 1 | i
Cc1ccc(/C(O)=C2\C(=O)C(=O)N(CC(C)O)C2c2ccccn2)cc1 (configuration not stated) | 11% | 6% | 0 | -0.6 | 1% | i | -6 | i
O=C(CCC(=O)NC1CCCCC1)Nc1cccnc1 | 7% | 1% | 13 | -1.7 | -1% | 0% | 3 | i
O=[N+]([O-])c1ccc(/C=[N+](\[O-])[C@@H]2CCCC[C@@H]2/[N+]([O-])=C/c2ccc([N+](=O)[O-])o2)o1 | 4% | -1% | ? | -0.9 | 0% | -27% | -3 | i
CN(C)C(CNC(=O)C1CCN(S(=O)(=O)c2ccc(Cl)cc2)CC1)c1ccccc1 (configuration not stated) | 8% | -8% | 7 | 2.4 | 0% | i | -1 | i
COc1ccc(C2=CCCC2)c(OC)c1 | 1% | -5% | 8 | -0.7 | . | -14% | 4 | i
COc1ccccc1CN1CCNC(=O)C1CC(=O)N(C)Cc1nc(C)cs1 (configuration not stated) | 7% | 1% | -5 | -2.6 | -2% | i | 2 | i
O=C(NCC1CCN(c2ccc(S(=O)(=O)N3CCOCC3)cc2)CC1)c1ccc(Cl)cc1 | 7% | 10% | 22 | -3.5 | 0% | -26%[57.5 µM] | 0 | i
COc1ccc(CC(=O)NNC(=S)NCC2CC2)cc1OC | 6% | 12% | 1 | -0.4 | 0% | i | 12 | i
CNc1nc(Nc2ccc([N+](=O)[O-])cc2)nc(OCC(F)(F)F)n1 | -2% | 11% | 11 | 1.1 | 1% | -19% | -1 | i
O=C(CSC1=NCCN1)NC12CC3CC(CC(C3)C1)C2 | -6% | -12% | -19 | -4.8 | 1% | -14%[57.5 µM] | -8 | i
O=C1CC(c2ccccc2)Sc2nc(-c3ccccc3)c(-c3ccccc3)n21 (configuration not stated) | 10% | 7% | 3 | 1.6 | 1% | -27% | 3 | i
CCCN(CCC)S(=O)(=O)c1ccc(NC(=O)C2CCCO2)cc1 (configuration not stated) | 1% | -2% | -17 | 1.0 | -1% | i | -7 | i
C=CC[C@H](CC(=O)N(CCO)Cc1ccccc1)C(=O)NC[C@H](OC(=O)[C@@H](CC=C)Cc1ccc(F)cc1)c1ccccc1 | 8% | -21% | 32 | -0.1 | -3% | -85% | -7 | i
O=C1CC(c2ccco2)Cc2nc(Nc3nc(-c4ccccc4)c4ccccc4n3)ncc21 (configuration not stated) | 3% | 0% | -8 | -3.4 | 1% | i | -2 | i
O=C(NCCN=C1NS(=O)(=O)c2ccccc21)c1ccc2nccnc2c1 | 13% | -13% | -2 | 0.5 | 0% | -17%[57.5 µM] | 3 | i
COc1ccc2c(c1)-c1nc(/N=C/c3ccc(O)c(OC)c3)sc1CC2 | 6% | -9% | -29 | 0.9 | -2% | i | 0 | i
CN(NS(=O)(=O)c1ccc(Cl)cc1)c1cnn(C)c(=O)c1Cl | 5% | -8% | -7 | -0.1 | -2% | -5% | 5 | i
COCCNC(=O)c1cc(S(=O)(=O)N(C)c2ccccc2OC)ccc1C | 0% | 11% | -11 | 1.9 | 1% | i | 0 | i
COc1ccc(NC(=O)COc2ccc(S(=O)(=O)N3CCOCC3)cc2C)cc1OC | 9% | -14% | 2 | 0.5 | 0% | -4% | -11 | i
COc1ccc2c(c1)cc(C(=O)N[C@H](C(=O)N1CCC[C@H]1C(=O)O)C(C)C)n2C | 4% | 18% | -29 | 2.3 | -4% | -22% | 7 | i
COc1ccccc1Oc1coc2c(CN3CCN(C)CC3)c(O)ccc2c1=O | -4% | 14% | 17 | -0.8 | -4% | i | -8 | i
CCOc1ccc(Br)cc1S(=O)(=O)Nc1ncn[nH]1 | 6% | -5% | 5 | 2.0 | 0% | i | 6 | i
CCOc1ccc(C(=O)Nc2ccc(N3CCN(C)CC3)cc2)cc1Br | 6% | 18% | -26 | -4.1 | 0% | -7% | -6 | i
CC(C)CC(NC(=O)C(Cc1ccc(OCc2ccccc2)cc1)NC(=O)OC(C)(C)C)C(N)=O (configuration not stated) | -12% | 5% | -24 | -1.6 | -5% | i | -4 | i
N=c1c2c(ncn1Cc1ccco1)Oc1c(ccc3ccccc13)C2c1ccccc1 (configuration not stated) | 15% | -1% | 13 | -2.8 | -17% | -15% | 1 | i
Cc1ccccc1C(=O)Oc1ccccc1C(=O)N1CCOCC1 | 8% | 4% | 6 | -1.7 | 2% | -12%[57.5 µM] | 1 | i
CC1CCN(CC(=O)c2cccs2)CC1 | 4% | -11% | -13 | -3.2 | 2% | i | -1 | i
COc1cccc(-n2c(-c3cccc(S(=O)(=O)N(C)C)c3)n[nH]c2=S)c1 | 10% | 14% | -13 | -2.4 | -2% | i | 5 | i
CCOC(=O)N1CCN(Cc2nc3cc(NC(C)=O)ccc3n2C)CC1 | 10% | 9% | -1 | -0.1 | -1% | i | 12 | i
CC(C)(CO)NC(=O)CC1C(=O)NCCN1Cc1ccc(-c2ccccc2)cc1 (configuration not stated) | 12% | -1% | 2 | -5.4 | 0% | -17% | -1 | i
COc1cc(O)c(C(CCN2CCCCC2)c2cc(OC)c(OC)c(OC)c2)c(OC)c1 (configuration not stated) | 9% | 0% | -9 | 1.7 | -1% | -10% | 3 | i
CNc1nc(SC(C)C(=O)Nc2ccc(Cl)c(Cl)c2)nc(N2CCOCC2)n1 (configuration not stated) | -6% | 5% | -2 | 0.2 | 2% | -16% | 0 | i
COc1ccc(C(=O)NC2CCN(C(=S)Nc3cccc(C)c3)CC2)cc1 | 0% | 9% | 16 | -0.5 | -12% | -3%[57.5 µM] | 12 | i
O=C(/C=C/c1cccs1)N1CCCCC1 | 4% | 10% | -22 | 2.7 | 1% | i | -9 | i
O=C(Nc1nnc(C2CC2)s1)C1=NN(C2CCS(=O)(=O)C2)C(=O)CC1 (configuration not stated) | -3% | -1% | 4 | 1.1 | 0% | i | 3 | i
CCOC(=O)N1CCN(C(=S)Nc2ccc3nc(N4CCN(CC)CC4)cc(C)c3c2)CC1 | 2% | -2% | 9 | -2.1 | 0% | i | -20 | i
Cc1cc(C(=O)N/N=C/c2cc(Br)ccc2OC(=O)c2ccccc2Cl)n[nH]1 | 1% | -4% | 0 | 0.6 | -4% | -19% | 6 | i
COc1ccccc1N(CC(=O)NC1CCCC1)C(=O)c1csnn1 | 6% | -4% | 7 | 1.9 | 1% | -12%[57.5 µM] | -7 | -121%*
Cc1ccc(-n2ncc3c(=O)n(CC(=O)OCc4ccccc4)cnc32)cc1 | 5% | 0% | -8 | -2.6 | 1% | i | -13 | .
CC1(C)OC(=O)C(=CNCC(=O)NCC(=O)O)C(=O)O1 | 8% | -6% | 6 | -0.7 | 0% | 1% | 0 | i
COc1ccc(C(=O)Nc2ccc(Cl)cc2C(=O)NCc2ccco2)cc1 | -2% | 10% | -24 | -1.0 | ? | i | -2 | i
COc1c(Cl)cc(Cl)cc1C(=O)Nc1ccc(NC(=O)c2cccs2)cc1 | -15% | 10% | 7 | 0.9 | 0% | -10%[57.5 µM] | -11 | i
CC(=O)Nc1nc2ccccc2n1Cc1ccccc1C | 5% | 20% | -3 | 1.0 | -1% | -27% | 2 | i
O=[N+]([O-])c1ccc2c(c1)CCN2 | 7% | -12% | -11 | -3.2 | . | -8% | -3 | i
CCOc1ccc(NC(=O)CN(C)C(=O)c2cn3ccccc3n2)cc1OCC | -8% | 11% | 13 | 0.7 | -4% | i | 3 | i
COc1ccc(C(=O)Nc2ccc(S(=O)(=O)N(C)c3ccccc3)cc2)cc1 | 18% | -10% | 0 | -2.6 | . | -31%[inhibitor] | -2 | i
Cc1nc2c(c(-c3ccccc3)c1C#N)C(=O)c1ccccc1-2 | -2% | 2% | 40 | -10 | 1% | i | 0 | i
Cc1cccnc1NC(=O)C12CCC(C)(C(=O)O1)C2(C)C (configuration not stated) | 10% | 10% | 17 | -1.4 | 0% | i | 0 | i
O=C(COC(=O)c1cc([N+](=O)[O-])ccc1NCc1ccccc1)NC1CCCCC1 | -2% | 4% | -21 | 0.3 | 1% | -17% | -9 | i
CC1CC(=O)Nc2ccccc2N1 (configuration not stated) | 9% | 2% | -19 | 0.1 | . | -12% | -9 | i
NC(N)=N/N=C/c1cccc([N+](=O)[O-])c1O | -3% | 0% | -15 | -1.6 | -4% | i | -14 | i
CCCNC(=O)N1CCN(S(=O)(=O)c2ccc3c(c2)OCCO3)CC1 | 7% | -6% | -11 | -1.6 | 0% | 5% | 6 | i
O=C(COc1ccccc1F)NCc1ccc(-n2cccc2)cc1 | 4% | -2% | -7 | -2.1 | 0% | -13% | 3 | i
